# Compound activity (PubChem)
# MEKK2 WT-MEK5: raises or lowers MEK5 binding to wildtype human MEKK2 PB1 domain | Q9Y2U5 | AID 1531 | bead flow cytometry, Alexa488-MEK5 binding to MEKK2 WT; actives lie on both sides | binding response (% of control), % at 10 µM | 290,000 compounds, 1.1% hits; in the data active = binding response below about 67% or above about 130%
# MEKK2mut PB1 HTS: signal of MEK5 binding to mutant human MEKK2 PB1 domain; AID 1530; 290,000 compounds, 0.35% hits; percent response, % at 10 µM; bead flow cytometry, Alexa488-MEK5 binding to MEKK2 mutant; in the data active = percent response above about 24%, passing the limit was not always enough; also: inactives centre near 1; some results filed as inactive read as strong as hits; reference of the scale not given here
# UBC9 SUMO inh: blocks human SUMOylation mediated by UBC9 | inhibition, % at 35 µM | HTRF SUMOylation assay, SAE1/SAE2 + UBC9, in vitro | 290,000 compounds, 0.36% hits; in the data active = inhibition above about 50%, passing the limit was not always enough; also: strong numbers were not always called active
# NALP1 yeast inh: blocks the NALP1 inflammasome reconstituted in yeast; S. cerevisiae NALP1/ASC/caspase-1 growth, X-gal OD620, 72 h; inhibition, % at 10 µM; 280,000 compounds, 0.61% hits; in the data active = inhibition mostly above about 24%, no sharp cut-off; inactive = mostly below about 32%; also: some compounds called inactive have numbers as strong as hits
# IDE inh: inhibits human insulin-degrading enzyme in HEK cells; AID 434962; FAbetaB cleavage, fluorescence polarization; P14735; inhibition, % at 5.59 µM; 320,000 compounds, 0.41% hits;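 active = percent inhibition above the average of all tested compounds plus 3 SD, set per screening campaign, cut at about 16% in these data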;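 also: IDE supplied by intact live HEK cells; FP after avidin binding of uncleaved biotin substrate so inhibition keeps polarization high; 0% = DMSO wells and 100% = 60 µM reference IDE inhibitor Ii1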
# IDE act: boosts human insulin-degrading enzyme activity in HEK cells. P14735. FAbeta-B cleavage, fluorescence polarization; 0% vehicle, 100% cell-free pure enzyme wells. activation, % at 5.96 µM. 340,000 compounds, 0.073% hits. AID 493087;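 active = activation above the mean of all tested compounds plus 3 SD, set per screening campaign, cut at about 17% in these data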
# PfM18AAP inh: PfM18AAP enzyme inhibition; 290,000 compounds, 1.2% hits; inhibition, % at 7.35 µM; recombinant PfM18AAP, H-Glu-NHMec fluorogenic cleavage;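 active = inhibition above the campaign mean inhibition over all tested compounds plus 3 SD, cut at about 28% in these data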;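 also: 0% = plate median of test compound wells and 100% = 2 mM ZnCl2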
# MEKK3 PB1 HTS: modulators (inhibitors or enhancers) of MEK5 binding to human MEKK3 PB1 domain | Q99759 | bead-based flow cytometry, Alexa488-MEK5 binding to MEKK3; actives lie on both sides; 0 = blocked by unlabeled MEK5, 100 = vehicle | binding response (% of control), % at 10 µM | 290,000 compounds, 1.4% hits | AID 1529;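 active = binding response more than 3 SD above or below the average of its plate-row segment, actives on both sides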;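 also: Alexa488 bead fluorescence after subtracting the streptavidin-only scavenger bead signal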
# pCIP destab: compounds decreasing mouse p/CIP protein stability | F442A p/CIP-EGFP cells, EGFP fluorescence, 16 h | AID 1984 | 290,000 compounds, 0.01% hits | decrease of EGFP signal, % at 10 µM;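 active = EGFP signal decrease of at least 30% at 10 µM or well 3 SD below plate mean, unless failing retest; inactive = the rest, including hits failing retest or dose response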; also: some compounds called inactive have numbers as strong as hits; many of its hits are not listed in these tables
# Target sequence (Q05BA5 1-1403): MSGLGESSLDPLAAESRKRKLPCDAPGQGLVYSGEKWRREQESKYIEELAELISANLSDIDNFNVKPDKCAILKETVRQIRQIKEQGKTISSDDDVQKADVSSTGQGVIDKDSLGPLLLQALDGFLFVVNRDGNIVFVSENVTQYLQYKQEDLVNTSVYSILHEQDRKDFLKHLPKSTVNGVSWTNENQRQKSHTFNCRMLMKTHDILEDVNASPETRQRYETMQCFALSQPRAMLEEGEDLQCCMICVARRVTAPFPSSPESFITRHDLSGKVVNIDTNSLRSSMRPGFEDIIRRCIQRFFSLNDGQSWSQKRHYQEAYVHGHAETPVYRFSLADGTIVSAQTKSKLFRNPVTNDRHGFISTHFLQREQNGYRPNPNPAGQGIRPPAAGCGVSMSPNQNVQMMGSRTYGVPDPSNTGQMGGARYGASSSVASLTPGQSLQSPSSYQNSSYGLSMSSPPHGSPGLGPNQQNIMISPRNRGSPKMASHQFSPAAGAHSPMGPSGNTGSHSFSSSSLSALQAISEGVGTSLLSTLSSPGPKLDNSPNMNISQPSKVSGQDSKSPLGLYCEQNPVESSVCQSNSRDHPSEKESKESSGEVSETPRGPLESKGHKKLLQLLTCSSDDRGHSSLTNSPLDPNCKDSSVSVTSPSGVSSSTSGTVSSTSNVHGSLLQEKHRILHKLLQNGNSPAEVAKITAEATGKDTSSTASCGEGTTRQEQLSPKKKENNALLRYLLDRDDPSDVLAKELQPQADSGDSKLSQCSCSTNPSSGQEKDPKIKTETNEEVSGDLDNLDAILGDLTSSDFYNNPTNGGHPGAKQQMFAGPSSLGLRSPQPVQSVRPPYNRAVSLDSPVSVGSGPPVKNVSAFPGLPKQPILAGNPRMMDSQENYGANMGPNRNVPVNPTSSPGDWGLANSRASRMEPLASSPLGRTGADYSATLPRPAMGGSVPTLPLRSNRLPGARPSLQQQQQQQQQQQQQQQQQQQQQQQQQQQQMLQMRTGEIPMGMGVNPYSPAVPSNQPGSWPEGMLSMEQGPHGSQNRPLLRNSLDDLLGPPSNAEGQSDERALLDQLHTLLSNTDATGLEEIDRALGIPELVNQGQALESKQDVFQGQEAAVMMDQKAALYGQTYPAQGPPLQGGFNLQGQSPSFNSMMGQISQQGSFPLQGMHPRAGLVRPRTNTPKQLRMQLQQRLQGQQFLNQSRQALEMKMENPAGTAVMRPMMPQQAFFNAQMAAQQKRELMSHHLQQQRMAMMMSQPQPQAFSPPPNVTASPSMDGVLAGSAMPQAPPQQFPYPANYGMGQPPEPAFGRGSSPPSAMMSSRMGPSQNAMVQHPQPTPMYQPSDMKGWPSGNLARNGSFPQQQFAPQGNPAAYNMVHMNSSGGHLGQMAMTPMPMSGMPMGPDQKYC
# Numbers without * were called inactive; . = no result given; [ ] = remark or other dose. This is a subset. The share of hits here may be higher or lower than overall.
# Values run as follows: MEKK3 PB1 HTS | IDE act | IDE inh | MEKK2 WT-MEK5 | MEKK2mut PB1 HTS | PfM18AAP inh | NALP1 yeast inh | UBC9 SUMO inh | pCIP destab
1: O=C(COC(=O)/C=C/C(=O)OCC(=O)Nc1ccccc1F)Nc1ccccc1F
    88 | 8 | -3 | 92 | -15 | 6 | -6 | -10 | -7
2: Cc1cc(NC(=O)c2cncc(Br)c2)ccc1NC(=O)c1cc2ccccc2o1
    99 | 18* | -1 | 97 | -3 | -14 | -15 | 46 | 0
3: CCC(C)NC(=O)CN(c1cc(C)cc(C)c1)S(=O)(=O)c1c(C)[nH]c(=O)[nH]c1=O (stereo not given)
    85 | 2 | 3 | 83 | -10 | -6 | . | 12 | -3
4: CC(=O)Nc1ccc(NC(=O)CSc2nnc(C3CC3)n2C)cc1
    104 | -4 | -4 | 106 | 3 | -7 | 2 | 15 | 0
5: CC(C)N(C(=S)Nc1cccc(S(=O)(=O)N(C)C)c1)c1ccccc1
    97 | 1 | 5 | 98 | 1 | 1 | 4 | 1 | -5
6: Cc1cc(=O)c2n(Cc3ccc(Cl)cc3)nc[n+]2[nH]1
    100 | -7 | -7 | 99 | -1 | -1 | 5 | 3 | -4
7: CC(C)N1CCC(N2CCN(C3CCCC3)CC2CCO)CC1 (stereo not given)
    98 | 0 | -4 | 102 | 2 | -2 | 4 | 11 | 1
8: Cc1cc(C)cc(NC(=O)C(=S)NCc2ccccc2)c1
    104 | -1 | -9 | 114 | 4 | 2 | 9 | -5 | 2
9: COc1ccc(Cn2c(=O)[nH]c3cc(C(=O)NCCCOC(C)C)ccc3c2=O)cc1
    104 | -3 | -3 | 101 | -4 | 5 | 5 | -6 | 3
10: O=C(NCC1CCCO1)C1CCCN(S(=O)(=O)c2ccc(F)cc2)C1 (stereo not given)
    102 | 6 | -3 | 104 | 1 | -5 | 13 | -13 | -22
11: CCc1c(O)nc(SCC(=O)Nc2ccc(Br)cc2)n(-c2ccc(C)cc2)c1=O
    100 | 1 | 0 | 97 | -1 | -7 | 35* | 16 | -4
12: O=C(O)CSc1nnc2n(-c3ccccc3)c(=O)c3ccccc3n12
    103 | 2 | 3 | 103 | 1 | -4 | 17 | 0 | -3
13: O=C(CCCCCn1c(=O)[nH]c2ccccc2c1=O)NCCc1c[nH]c2ccccc12
    101 | 2 | 3 | 100 | 2 | 0 | 18 | -16 | 4
14: Nc1cc(N)nc(SCc2cccc(F)c2)n1
    102 | -2 | 9 | 104 | 0 | 0 | -9 | -1 | 4
15: CSCC[C@H](NC(=O)COc1ccc(Cl)cc1)C(=O)N1CCC2(CC1)NCCc1[nH]cnc12
    104 | -2 | 1 | 107 | 1 | -1 | 8 | -4 | 8
16: COc1cc([N+](=O)[O-])ccc1NC(=O)NNC(=O)C(C)Oc1ccc(F)cc1F (stereo not given)
    102 | 5 | -1 | 111 | 7 | -9 | 8 | -1 | -3
17: Cc1ccc(C)c(N2CCN(c3ncnc4c3cnn4-c3ccccc3)CC2)c1
    118 | 6 | . | 114 | 12 | -4 | 20 | -19 | 4
18: Cc1cc(O)c2c(c1)C(O)(C1OC(CO)C(O)C(O)C1O)c1cccc(O)c1C2=O (stereo not given)
    92 | -2 | -2 | 98 | -3 | 5 | 18 | 8 | 9
19: COc1ccc(/C=C/c2nnc(NC(=O)COc3cccc(C)c3)s2)cc1
    103 | 1 | 1 | 109 | 12 | -3 | 28 | 42 | -7
20: O=C(CCN1CCCCC1)NNC(=O)C12CC3CC(CC(C3)C1)C2
    98 | 7 | 1 | 100 | 0 | -4 | 23 | -6 | -1
21: COC(=O)COc1cccc(NS(=O)(=O)c2cccc([N+](=O)[O-])c2)c1
    100 | 3 | 0 | 107 | 3 | 1 | 16 | -4 | 7
22: Cc1ccc(S(=O)(=O)NCC(C)n2nc(C)nc2C)cc1 (stereo not given)
    101 | 1 | -4 | 99 | -1 | -2 | -15 | 12 | -5
23: Cc1cccc(OC(=O)NCCOC(=O)N(O)c2ccc(Cl)cc2)c1
    104 | 5 | -1 | 125 | 13 | 18 | 26 | 6 | -7
24: CCNC(C(=O)c1c[nH]c2c(CC)cccc12)c1ccccc1 (stereo not given)
    104 | 3 | 1 | 112 | 0 | 2 | 24 | 11 | -9
25: Cc1ccc(C(=O)OCc2ccc3c(c2)OCO3)cc1S(=O)(=O)N1CCCCC1
    107 | 1 | 3 | 109 | 6 | 4 | 13 | 28 | -16
26: O=C(NCC1CCCO1)c1cccc(-n2cnnn2)c1 (stereo not given)
    105 | 4 | -2 | 108 | 4 | 2 | -6 | 8 | -2
27: Cc1cn(S(=O)(=O)c2ccc(Br)cc2)cn1
    105 | -1 | 5 | 109 | 7 | 8 | -3 | -4 | 2
28: CNC(=S)N(CCc1ccccc1)Cc1cc2cc(OC)c(OC)cc2[nH]c1=O
    106 | 7 | 6 | 104 | 4 | 10 | -11 | 22 | -9
29: CC1(C)Cc2c(cnn2-c2cccc(F)c2)C(NC(=O)C2CCOCC2)C1 (stereo not given)
    101 | -3 | 7 | 104 | 9 | 1 | 5 | 1 | -137
30: Cc1ccc(Oc2ccccc2NC(=O)CN2C(=O)NC3(CCCC3)C2=O)cc1
    102 | 2 | -1 | 105 | 3 | -6 | 6 | 9 | -10
31: COc1ccc(NC(=O)C(OC(=O)c2ccc([N+](=O)[O-])o2)c2ccccc2)cc1Cl (stereo not given)
    111 | 6 | 2 | 102 | 2 | 2 | 1 | -5 | -12
32: O=C(CCCn1c(=S)[nH]c2cc3c(cc2c1=O)OCO3)NC1CC1
    100 | 0 | 1 | 103 | 0 | -1 | 4 | 16 | 3
33: CC1CCC(NC(=O)C2CCN(c3cnccn3)CC2)CC1 (stereo not given)
    104 | 4 | 3 | 105 | 5 | 3 | 16 | 6 | 4
34: COC(=O)C1=CN(c2ccc(OC)cc2)C=C(C(=O)OC)C1c1cc(OC)c(OC)cc1OC
    99 | 4 | -4 | 100 | -1 | 2 | 16 | -2 | -8
35: CN(CCCN1CCOCC1)Cc1cn(C)nc1-c1ccccc1F
    93 | -2 | 1 | 104 | 4 | 4 | 5 | 16 | -16
36: Cc1cc(OCCN2CCCCC2)nc2ccccc12
    101 | . | -1 | 105 | 5 | 4 | 9 | 2 | -5
37: CC(C)Cc1ccc(/C=C/C(=O)N2CCCCC2)cc1
    97 | 2 | -4 | 101 | -1 | 1 | 10 | 4 | -13
38: CCN1CCN(c2oc(-c3ccco3)nc2C#N)CC1
    108 | . | 5 | 105 | 4 | 1 | . | 8 | -9
39: Cc1ccn2cc(CCNS(=O)(=O)c3ccc([N+](=O)[O-])cc3)nc2c1
    98 | 4 | 1 | 104 | -8 | 2 | . | -1 | 0
40: Cc1onc(-c2ccccc2)c1-c1csc(N/N=C/c2ccccc2Cl)n1
    91 | -4 | -1 | 82 | -16 | 6 | -1 | 2 | -4
41: CCCNc1c(NS(=O)(=O)c2ccc(Br)cc2)c(=O)oc2ccccc12
    100 | 3 | 1 | 100 | 0 | 2 | 0 | 12 | 4
42: CC(=O)c1ccc(OCC(O)CNCc2ccc3c(c2)OCO3)cc1 (stereo not given)
    99 | 9 | 1 | 97 | -4 | -3 | . | -6 | 0
43: O=C(CC1C(=O)NCCN1Cc1ccc(-c2ccccc2)cc1)NC1CCC1 (stereo not given)
    107 | 0 | 1 | 105 | -8 | 1 | 30 | 16 | -12
44: COc1ccc(N2CCN(Cc3nc(N)nc(N4CCCc5ccccc54)n3)CC2)cc1
    99 | 5 | -1 | 101 | -3 | 4 | 9 | 9 | -7
45: COC(=O)c1ccc(NC(=O)c2ccccc2NS(=O)(=O)c2ccccc2)cc1
    101 | 5 | 3 | 97 | -7 | -15 | 11 | 18 | -8
46: CCc1cc(CNC(=O)C2CCC(=O)N(CCc3cccc(F)c3)C2)on1 (stereo not given)
    99 | 3 | . | 100 | 0 | -5 | 31 | 12 | 11
47: CSc1cccc(NC(=O)CN(c2ccccc2)S(=O)(=O)N(C)C)c1
    100 | 4 | 1 | 100 | 5 | -10 | -20 | -8 | -2
48: COc1ccc(N(C(C)C(=O)N2CCCC2)S(C)(=O)=O)cc1 (stereo not given)
    99 | 2 | 2 | 102 | 2 | -8 | 11 | 3 | -5
49: CCc1ccccc1NC(=O)CSc1nnc(-c2ccncc2)o1
    105 | 2 | 1 | 101 | -5 | -3 | 32 | 9 | -8
50: Cc1ccc(CC(=O)Nc2cc(C)on2)cc1
    98 | 4 | 8 | 94 | 3 | 0 | 12 | 5 | -5
51: CCCN1CCC(=O)N([C@H](CN=[N+]=[N-])CC(C)C)CC1
    101 | 3 | -2 | 122 | 0 | -1 | -1 | 13 | -6
52: CC1=CCC2C(=O)N(c3cccc(C(=O)Nc4ccc(Cl)cc4)c3)C(=O)C2C1 (stereo not given)
    107 | 0 | -3 | 109 | 9 | -10 | 5 | 0 | -12
53: COCCNC(=O)C12CC3CC(CC(Cl)(C3)C1)C2
    98 | . | 0 | 96 | -3 | -5 | 8 | 5 | -5
54: CCOP(=O)(O)c1ccccc1OCCOCCOc1ccccc1P(=O)(O)OCC
    91 | -1 | 3 | 90 | -7 | -4 | -12 | 4 | -4
55: CCCCc1ccc(NC(=O)C(=O)NCCN2CCN(C(=O)c3ccc([N+](=O)[O-])cc3)CC2)cc1
    99 | 2 | 8 | 97 | 1 | 4 | -7 | -1 | -15
56: CC(=O)N1N=C(c2cccc([N+](=O)[O-])c2)OC1c1cccc(Br)c1 (stereo not given)
    100 | 0 | 7 | 93 | -3 | 0 | 2 | 17 | -1
57: O=C(CNC(=O)c1ccco1)OCc1c(F)cccc1Cl
    96 | 4 | 1 | 95 | -6 | -6 | 0 | 9 | 2
58: Cc1cccc(Cn2cc(/C=C/[N+](=O)[O-])c3ccccc32)c1
    86 | -5 | -2 | 57*[inhibitor] | -11 | 8 | 10 | -13 | -12
59: COc1ccc(/C=C(/NC(=O)c2ccccc2)C(=O)NC(Cc2c[nH]c3ccccc23)C(=O)O)cc1 (stereo not given)
    98 | -7 | . | 98 | -3 | -4 | -1 | 1 | -3
